ADAM10 inh: inhibitors of human ADAM10. O14672. recombinant ADAM10, EDANS/DABCYL FRET peptide cleavage, 3 h. inhibition, % at 7 µM. 0.62% of 370,000 active. AID 720582;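 active = inhibition above a per-campaign cutoff equal to the mean of compounds falling between control-based bounds plus 3 SD, cut at about 20% in these data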;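 also: 0% = DMSO wells while the 100% control is not disclosed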
DDE Tn6 FP inh: DD(E)-Tn6 binding inhibition, primary FP screen; Fibrin DD(E) TRITC-Tn6 fluorescence polarization displacement; inhibition, % at 8.3 µM; P02675; 0.21% of 370,000 active;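 active = inhibition above a per-campaign cutoff: mean of compounds within control limits plus 3 SD, cut at about 15% in these data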;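 also: 0% = median of all compound wells on the plate and 100% = blocking peptide control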
Target sequence (P02675 whole entry, looked up): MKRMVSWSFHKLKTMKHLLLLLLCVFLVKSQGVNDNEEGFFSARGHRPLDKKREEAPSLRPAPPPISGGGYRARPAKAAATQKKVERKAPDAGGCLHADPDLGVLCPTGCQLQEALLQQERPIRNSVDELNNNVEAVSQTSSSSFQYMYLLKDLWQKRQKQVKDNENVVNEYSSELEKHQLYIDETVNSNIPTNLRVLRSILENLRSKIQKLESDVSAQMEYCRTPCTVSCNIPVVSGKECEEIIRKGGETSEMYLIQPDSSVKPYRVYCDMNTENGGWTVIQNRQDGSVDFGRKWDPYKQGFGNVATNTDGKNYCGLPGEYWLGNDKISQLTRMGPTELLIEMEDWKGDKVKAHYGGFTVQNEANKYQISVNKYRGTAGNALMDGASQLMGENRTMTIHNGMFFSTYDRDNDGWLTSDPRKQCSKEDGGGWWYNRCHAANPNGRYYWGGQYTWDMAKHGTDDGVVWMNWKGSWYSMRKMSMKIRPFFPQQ
TDP2 absorb: blocks human TDP2 phosphodiesterase activity; 0.34% of 370,000 active; O95551; inhibition, % at 12.8 µM; recombinant TDP2, T5PNP hydrolysis, p-nitrophenol absorbance 415 nm;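 active = inhibition above the mean of all tested compounds plus 3 SD, set per campaign, cut at about 25% in these data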;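 also: 0% = DMSO with enzyme and 100% = buffer with substrate but no TDP2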
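System – recombinant human TDP2 · Quantity – TDP2 enzyme at 120 nM final · Doses – single concentration, 12.8 µM nominal, with 1% DMSO · Incubation – 2 h at 37 °C · Measured by – epi absorbance of p-nitrophenol freed from T5PNP by hydrolysis · Read-out – % inhibition relative to enzyme-containing and enzyme-free wells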
PLC-gamma1 inh: inhibitors of human phospholipase C gamma1; P19174; purified PLC-gamma1, fluorogenic substrate, fluorescence; inhibition, % at 12.2 µM; 0.84% of 370,000 active; AID 720700; in the data active = inhibition above about 9.5%
LEDGF integ inh: blocks HIV-1 LEDGF/p75-dependent DNA integration | TR-FRET IN-LEDGF/p75 DNA integration, Eu/Cy5 | inhibition, % at 3.7 µM | 0.64% of 370,000 active | AID 743269;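 active = inhibition above the screen-wide mean plus 3 SD, cut at about 13% in these data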;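 also: signal is the Cy5 over europium emission ratio at 671 and 618 nm; 0% = plate median of compound wells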
ADAM17 inh: inhibits human ADAM17. 0.83% of 370,000 active. inhibition, % at 6.95 µM. recombinant ADAM17, EDANS/DABCYL FRET peptide cleavage. P78536;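 active = inhibition above the mean of compounds lying between control limits plus 3 SD, set per campaign, cut at about 8.5% in these data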;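 also: 0% = DMSO-only wells as the low control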
ASAP1 inh: blocks human ASAP1-stimulated Arf1 GTP hydrolysis | GDP FP detection | inhibition, % at 16.5 µM | 0.19% of 360,000 active | AID 624377; in the data active = inhibition above about 25%;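 also: 0% = vehicle with enzyme and substrate and 100% = no enzyme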
proKLK7 act: activators of human kallikrein-7 zymogen; P49862; purified proKLK7, EDANS-DABCYL substrate fluorescence; 100% is mature enzyme control, 0% vehicle; 0.9% of 370,000 active; activation, % at 7 µM;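 active = activation above the mean of all tested compounds plus 3 SD, computed per campaign excluding outliers beyond control limits, cut at about 13% in these data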
Target sequence (P49862 whole entry, looked up): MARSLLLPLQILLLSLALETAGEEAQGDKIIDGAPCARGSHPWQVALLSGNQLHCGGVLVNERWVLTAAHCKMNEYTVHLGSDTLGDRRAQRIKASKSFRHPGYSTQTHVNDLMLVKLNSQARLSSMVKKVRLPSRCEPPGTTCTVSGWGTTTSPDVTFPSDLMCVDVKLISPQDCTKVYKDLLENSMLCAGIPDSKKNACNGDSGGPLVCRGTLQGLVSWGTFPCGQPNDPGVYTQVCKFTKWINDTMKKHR
Tn7 DDE FP: DD(E)-Tn7 binding inhibition, primary FP screen; FP displacement of FITC-Tn7 peptide from fibrin DD(E); 0% = median of compound wells per plate; inhibition, % at 8.3 µM; 0.13% of 370,000 active;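 active = inhibition above the mean of compounds falling within the control limits plus 3 SD of them, cut at about 14% in these data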;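 also: 0% = plate median of compound wells and 100% = 10 µM Aha-Tn7 peptide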
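Test system – human fibrin DD(E) · Times – 10 min preincubation, 3 h with tracer, room temperature · Detection – fluorescence polarization of the labelled Tn7 tracer · Measure – percent inhibition normalized to high-control wells · Benchmarks – high control wells with 10 µM unlabelled Aha-Tn7 peptide (full inhibition) · Repeats – singlicate testing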
ARFGAP1 inhibitor: inhibits rat ARF GTPase activating protein 1. 0.26% of 360,000 active. inhibition, % at 16.5 µM. AID 651572. Arfgap1-stimulated ARF1 GTP hydrolysis, GDP FP detection;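 active = inhibition above a per-plate limit, mean inhibition of low control wells plus 3 SD, cut at about 25% in these data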;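 also: 0% = DMSO wells with enzyme and 100% = wells lacking Arfgap1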
Target sequence (Q62848 1-136 limits assumed): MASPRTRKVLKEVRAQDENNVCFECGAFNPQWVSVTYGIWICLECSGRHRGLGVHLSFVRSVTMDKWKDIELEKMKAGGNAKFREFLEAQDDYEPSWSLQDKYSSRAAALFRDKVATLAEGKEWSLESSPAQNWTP
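Replicates: Single well per compound | Assay system: Truncated rat Arfgap1 GAP domain | Control set: No-Arfgap1 wells (100%) versus DMSO full-reaction wells (0%) | Times: Enzyme reaction 120 min at 25 °C after 20 min preincubation | Reagent: Human ARF1(Δ1-17)-GTP substrate | Measured by: Tracer-displacement fluorescence polarization with EDTA stop, 620/688 nm | Measure: Percent inhibition of Arfgap1-stimulated GTP hydrolysis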
* marks the source's active call; other numbers are inactive results; i = inactive; / = no result given.

SMILES	ADAM10 inh	DDE Tn6 FP inh	TDP2 absorb	PLC-gamma1 inh	LEDGF integ inh	ADAM17 inh	ASAP1 inh	proKLK7 act	Tn7 DDE FP	ARFGAP1 inhibitor
COc1cc(OC)nc(NC(=O)C(C)C)n1	-16	-3	-9	6	-3	-1	1	0.6	4	6
Cc1cc(NC(=O)c2ccccc2)ccc1NC(=O)Cc1ccccc1	4	6	3	4	4	4	4	0.0	-5	-9
O=C(O)COc1ccc(Oc2ccccc2)cc1	2	-7	2	2	0	1	14	0.2	-6	-11
CC(=O)c1ccc(S(=O)(=O)Nc2ccc(-c3cn4c(n3)SCC4)cc2)cc1	11	4	10	1	1	4	-9	0.5	10	-7
Cc1cccc(-n2c(N)c(C(=O)NCCN3CCOCC3)c3nc4ccccc4nc32)c1	i	-1	-2	i	5	-472	-4	-65	0	3
O/N=C(\COc1ccccc1O)c1ccccc1	2	-3	5	2	1	0	7	-0.5	0	-7
COc1ccc(CCN=c2c([N+](=O)[O-])nn(-c3cccc(C)c3)n2O)cc1OC	-7	2	5	3	0	-4	-18	0.0	0	2
C1CSC2(N1)C1CC3CC2CC(C1)C31NCCS1 (centres undefined)	7	-7	8	1	-1	-3	-2	-0.4	6	-10
COc1cc(OC)c(C(=O)OCCCOC(=O)c2cc(OC)c(OC)cc2OC)cc1OC	-1	-2	2	-3	-2	0	0	-0.2	4	11
COc1ccc(-n2cnc(N)c2C(=O)c2cccc([N+](=O)[O-])c2)cc1	4	11	-3	2	-1	2	9	-0.2	-6	-2
NC(=O)c1cc(S(=O)(=O)NCc2ccc(F)cc2)cs1	-10	1	1	-1	0	-1	7	0.1	-4	-3
CCOCCCNC(=O)c1c(N)n(-c2ccc3c(c2)OCO3)c2nc3ccccc3nc12	-17	-3	12	-19	0	-7	2	-1.6	4	2
CC(N)=Nc1ccc([N+](=O)[O-])cc1	-11	6	-7	3	-2	-2	5	-0.1	-2	6
COc1cccc(NC(=O)CN(C)C(=O)c2ccccc2-c2nc3ccccc3s2)c1	3	10	11	-1	-2	2	5	0.3	0	-6
CCC1CCCCN1CCn1c(=S)[nH]c2cc(OC)c(OC)cc2c1=O (centres undefined)	-6	6	-4	6	-2	0	-6	-0.3	4	2
O=C(CCC(=O)NC1CC1)Nc1nnc(C2CCCCC2)s1	-2	0	0	1	-1	-3	6	0.3	1	16
CCC(=O)OC1(C(=O)CCl)[C@@H](C)C[C@H]2[C@@H]3CCC4=CC(=O)C=C[C@]4(C)[C@@]3(F)[C@@H](O)C[C@@]21C (some centres undefined)	6	0	-5	5	0	0	6	0.0	3	8
Cc1cc(Nc2cccc(C)c2C)n2nc(C)nc2n1	-9	4	3	0	1	-4	-6	0.5	0	4
O=c1cc(NS(=O)(=O)c2ccccc2)nc(SCc2c(Cl)cccc2Cl)[nH]1	9	-2	-3	3	2	5	1	0.1	-9	-7
COc1ccc(NC(=O)Nc2c(C)noc2-c2ccccc2)cc1	8	-4	8	0	2	-4	0	0.6	1	4
Cc1ccc(C(=O)N(CC(=O)Nc2sc(C)c(C)c2C(N)=O)C2CCCC2)cc1	6	7	-5	-1	-1	-2	-2	0.1	8	1
CNC(=O)NC(=O)CSc1ccc(NC(C)=O)cc1	-5	0	3	0	1	-4	-7	-0.3	3	4
O=C(Nc1ccc2c(c1)OCO2)c1cnccn1	7	0	0	4	9	1	9	0.3	10	-6
O=C(c1ccc(S(=O)(=O)N2CCCCCC2)cc1)N1CCN(c2ccccc2F)CC1	-2	6	-21	12*	8	4	1	0.0	4	9
O=C(Cc1ccccc1)N/N=C/c1ccc[nH]1	-6	0	-12	1	-6	-3	-7	0.4	0	-1
O=C(NN1C(=O)C2C3c4ccccc4C(c4ccccc43)C2C1=O)C1CC1 (centres undefined)	0	-1	5	-1	-3	-4	6	-0.6	8	4
CC(C)CCN1CCN(Cc2cnc(N3CCCC3)s2)CC1CCO (centres undefined)	6	-3	-7	2	1	-4	-6	-0.4	-3	2
C=CCOc1c(Br)cc(CNn2nnnc2N)cc1OC	6	-1	-4	6	1	6	-8	0.3	-1	0
CN(C)C(=O)CCC(=O)N1CCCC(N2CCN(c3cccc(C(F)(F)F)c3)CC2)C1 (centres undefined)	-9	-9	-22	4	-2	-7	5	-0.8	7	2
Cc1ccc(C(C)NC(=O)c2cccnc2)cc1 (centres undefined)	-5	-11	22	0	-1	-1	-7	-0.1	7	2
CCOc1ccc(CN(C)C(=O)c2ccc(S(=O)(=O)N(C)c3ccccc3OC)cc2)cc1	16	-4	-16	10*	1	18*	0	0.0	-7	-9
COc1ccc(CCNC(=O)c2c[nH]c3ccc(F)cc3c2=O)cc1OC	-8	4	2	0	-6	-1	17	0.0	-5	12
COc1ccccc1NC(=O)Cc1nnc(SCC(=O)NC2=NCCS2)n1C	8	-6	-5	8	1	0	11	-0.4	2	-6
COc1ccc(CCNS(=O)(=O)c2ccc3c(c2)NC(=O)CO3)cc1OC	7	1	7	2	-1	-1	-8	-0.5	7	1
O=C(NC1CCCCCC1)c1cc(S(=O)(=O)N2CCC3(CC2)OCCO3)ccc1F	-12	7	-1	1	0	-1	-1	-0.5	4	-3
NC(=O)[C@@H]1CCCN1C(=O)[C@H](CCc1ccccc1)NC(=O)[C@H]1O[C@@H](n2cnc3c(N)ncnc32)[C@H](O)[C@@H]1O	-6	3	3	2	-2	-6	3	-0.2	0	9
COc1ccccc1OCCSc1nnnn1C1CCCCC1	-6	6	8	-2	2	7	1	-0.3	-4	-4
CS(=O)(=O)c1ncc(Cl)c(C(=O)Nc2ccc3ccccc3c2)n1	10	-4	-15	6	4	4	9	-0.2	-5	10
CC(C)CN(C(=O)c1ccc2c(c1)OCO2)C1CCS(=O)(=O)C1 (centres undefined)	2	2	12	3	2	-1	-1	0.3	1	-2
O=C(Cn1ccc2ccccc2c1=O)NCC(=O)Nc1ccc(F)cc1F	5	2	-3	2	2	-1	15	-0.5	-4	4
O=C(NCCN1CCCC(O)C1)c1cc(COc2ccc(F)cc2Cl)on1 (centres undefined)	-21	6	-12	2	-3	-3	-4	0.3	4	-12
CCOC(=O)CC(NC(=O)Cn1nnc(-c2ccccc2F)n1)c1ccc(OC)cc1 (centres undefined)	4	-7	5	-4	-1	-3	5	0.2	-4	-5
COC(=O)c1nn(-c2ccc(C)cc2)ccc1=O	-2	-3	1	-5	-4	-3	-5	-0.1	-1	19
O=C1c2ccccc2N(Cc2ccc(Cl)cc2)C2=NCCN12	1	1	-8	-1	5	3	9	0.2	0	-12
CCNc1nc(Oc2ccc(=O)[nH]n2)nc(N2CCOCC2)n1	-2	0	-6	-25	-3	-4	-6	0.6	1	-10
Nn1c(SCc2cccc3ccccc23)nnc1-c1n[nH]c2c1CCC2	-1	-6	11	-1	-2	1	/	-0.5	1	/
COC(=O)[C@@]12CCCCC=C1N(CCc1ccc(Cl)cc1)C(=O)[C@H]2CC(=O)NCCCCc1ccccc1	1	-4	-9	3	-3	-2	/	0.9	-3	/
COc1ccc(OC)c(C(=O)NC(CC(N)=O)c2ccc(NCCN3CCCC3)c([N+](=O)[O-])c2)c1 (centres undefined)	-17	16*	12	-1	0	-7	9	0.5	4	-3
COc1ccc(NC(=O)CCC(=O)c2ccc(F)cc2)cc1	-13	1	-15	0	-3	-7	2	0.3	4	-3
COc1ccc(NC(=O)c2cc(-c3ccccc3Cl)on2)cc1	1	4	13	-7	-3	-4	1	-1.9	7	-1

(next part)
SMILES	ADAM10 inh	DDE Tn6 FP inh	TDP2 absorb	PLC-gamma1 inh	LEDGF integ inh	ADAM17 inh	ASAP1 inh	proKLK7 act	Tn7 DDE FP	ARFGAP1 inhibitor
CCOC(=O)c1ccc(NC(=O)CC2NCCNC2=O)cc1 (centres undefined)	9	0	-13	0	-3	-3	-6	-0.6	-1	2
CCOC(=O)COc1ccc(C(C)c2ccc(NC(=O)OC(C)(C)C)cc2)cc1 (centres undefined)	21*	-1	6	1	0	8	/	0.3	6	/
CC(=O)N1CCN(Cc2nc3cc(NC(=O)c4ccc(F)cc4)ccc3n2C)CC1	8	-4	-7	3	2	0	-5	0.2	-5	8
Nc1nc(Nc2ccccc2Br)nc(C(F)(F)F)n1	-1	-5	9	2	7	3	-10	0.2	4	12
COc1ccc(S(=O)(=O)N2CCN(C(=O)C3CCCCC3)CC2)cc1	4	-5	-20	3	2	1	-11	-0.2	-8	7
O=c1c2ccccc2c2ccccc2c(=O)n1Cc1ccc2c(c1)OCO2	8	-2	5	3	4	0	5	0.8	-2	2
CC(=O)c1c(N2CCN(C)CC2)[nH]c(-c2ccccc2)nc1=S	-3	-1	-4	0	1	-2	0	0.4	-1	18
CC(C)CCSc1nc2c(c(=O)[nH]c(=O)n2C)n1CCc1ccccc1	-7	2	-6	1	0	-1	1	-0.5	-5	2
COc1ccsc1C(=O)Nc1ccc(F)cc1F	-1	6	0	3	-1	0	-7	-0.1	3	-7
COc1ccc(OCCCC(=O)NNC(=O)c2ccncc2)cc1	-5	1	10	4	-4	-5	15	-0.1	3	1

Three compounds from above, arranged by their value in DDE Tn6 FP inh, high to low.
Compound | ADAM10 inh | DDE Tn6 FP inh | TDP2 absorb | PLC-gamma1 inh | LEDGF integ inh | ADAM17 inh | ASAP1 inh | proKLK7 act | ARFGAP1 inhibitor
COc1ccc(OC)c(C(=O)NC(CC(N)=O)c2ccc(NCCN3CCCC3)c([N+](=O)[O-])c2)c1 (centres undefined) | -17 | 16* | 12 | -1 | 0 | -7 | 9 | 0.5 | -3
CCC1CCCCN1CCn1c(=S)[nH]c2cc(OC)c(OC)cc2c1=O (centres undefined) | -6 | 6 | -4 | 6 | -2 | 0 | -6 | -0.3 | 2
O=C1c2ccccc2N(Cc2ccc(Cl)cc2)C2=NCCN12 | 1 | 1 | -8 | -1 | 5 | 3 | 9 | 0.2 | -12

(more compounds)
SMILES	ADAM10 inh	DDE Tn6 FP inh	TDP2 absorb	PLC-gamma1 inh	LEDGF integ inh	ADAM17 inh	ASAP1 inh	proKLK7 act	Tn7 DDE FP	ARFGAP1 inhibitor
CSc1ccc(Cl)c(C(=O)NNC(=O)c2cccs2)c1	-9	12	0	4	-1	2	-8	-1.0	-3	7
CCN(CC)S(=O)(=O)c1cc([N+](=O)[O-])ccc1N=Nc1c(O)n(C)c2ccccc12	-5	1	19	0	1	-2	-7	0.3	4	-1
O=C(O)CCCCCNS(=O)(=O)/C=C/c1ccccc1	-5	-2	6	-3	-2	-2	-3	-0.3	3	-3
Cc1ccc(NC(=O)CCSc2nnnn2-c2ccc3c(c2)OCO3)cc1C	7	-9	-7	4	3	4	15	-0.4	-5	-5

Bioassay records (PubChem BioAssay)
